S3 lipid droplet: qHTS Assay for Lipid Storage Modulators in Drosophila S3 Cells | Drosophila S3 cells, BODIPY lipid droplet fluorescence, 18-24 h; cells fed with added oleic acid | hit rate 0.64% among 320,000 | lipid storage change, negative = inhibition, % at the top dose, mostly 46.1 µM; hits show Potency in µM; active means well fitted inhibition curve with a large enough effect in the signal ratio, with a control signal flat, not every such curve was filed as active; inconclusive means small, poorly fitted or top-dose-only effect, or effect the other way, or a change in a side signal; the % refers to the signal ratio
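Drosophila S3 cells loaded with oleic acid (400 uM, as added) and compounds at several concentrations; lipid droplets imaged by 488-nm laser-scanning cytometry, 500–530 nm intensity and object ratio to cell channel. Percent activity normalized to 20 uM Triacsin C.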
S3 lipid droplet cell count max: second read-out of S3 lipid droplet, no call of its own (marks repeat the call); cell number change, %; measured here: cell count max response;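 cells counted by Cell Tracker Red CMTPX staining in the red channel; peak over a dose series mostly up to 46.1 µM; percent activity relative to internal control wells on each plate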
* marks the source's active call; other numbers are inactive results; i = inactive; ? = inconclusive; nt = no result given; [ ] = another dose, or the depositor's remark. On the % scale 0 is the no-effect control and ±100 the full control effect; potency means the concentration at half of the fitted maximal effect.

| Molecule | S3 lipid droplet | S3 lipid droplet cell count max |
| --- | --- | --- |
| Cc1nc(CC(=O)c2ccc(O)cc2O)cs1 | i | 21 |
| O=S(=O)(Nc1ccc(-c2nc3cccnc3s2)cc1)c1ccc(Cl)s1 | ? | nt |
| NC(=O)C1(N2CCCCC2)CCN(C(=O)CCCn2c(=O)[nH]c3ccsc3c2=O)CC1 | ? | nt |
| Cc1ccccc1CN1CCc2c(OCC(=O)N3CCCCC3)cccc2C1=O | 30%[9.22 µM] | 20 |
| COc1ccc2c(C(=O)CN(C)C3CCCCC3)c[nH]c2c1 | 3% | -4 |
| Cc1cccc(C(=O)N2c3ccccc3C(=O)OC2c2ccc3c(c2)OCO3)c1 (configuration not stated) | ? | nt |
| O=C(CN(Cc1ccccc1Cl)C(=O)c1ccc(CN2CCOCC2)o1)NCc1ccccc1 | 15% | 2 |
| O=C(Nc1cc(Cl)cc(Cl)c1)c1cccc(OC(F)F)c1 | ? | nt |
| CCNC(=O)NC(=O)C(C)OC(=O)C1CCN(S(=O)(=O)c2ccccc2C(=O)OC)CC1 (configuration not stated) | -3% | 9 |
| COc1ccccc1CNS(=O)(=O)c1ccc2c(c1)NC(=O)C(C)S2 (configuration not stated) | ? | nt |
| Cc1ccc2nc(NCc3ccccc3)[nH]c2c1 | ? | nt |
| N#CC1=C(N)NC(SCC(=O)Nc2ccccc2)=C(C#N)C12CCCC2 | 18% | 4 |
| CC(C)C(NC(=O)c1c(F)cccc1F)C(=O)OCN1C(=O)c2ccccc2C1=O (configuration not stated) | ? | nt |
| CCc1ccccc1NC(=O)COc1ccc2c(=O)c(Oc3cc(C)ccc3C)coc2c1 | 1% | 1 |
| C#CCOCCOCCOCCNc1nc(N2CCN(C(=O)CCCCCCCCCCNC(=O)[C@@H](CCSC)n3cc(CCO)nn3)CC2)nc(N2CCN(C(=O)CCCCCCCCCCNC(=O)[C@H](CO)n3cc(CCCCCN)nn3)CC2)n1 | ? | nt |
| CCOc1ccccc1C1CC(=O)Nc2cc3c(cc21)OCO3 (configuration not stated) | ? | nt |
| CCC1CCCCN1S(=O)(=O)c1ccccc1 (configuration not stated) | ? | nt |
| COc1ccc(/C=C(/NC(=O)c2ccco2)C(=O)N2CCOCC2)cc1 | ? | nt |
| Cc1onc(-c2c(Cl)cccc2Cl)c1NC(=O)NNc1ccccn1 | ? | nt |
| COCCNC(=O)CN(C(=O)c1ccc(N2CCCC2)nc1)c1ccccc1 | -10% | -9 |
| CCCCC(CC)COC(=O)C(C#N)=C(c1ccccc1)c1ccccc1 (configuration not stated) | ? | nt |
| CCOC(=O)c1cnc2cc(C)nn2c1C | 22% | nt |
| COc1ccc(C(=O)CC(=O)c2ccc(C)cc2)c(O)c1 | i | -14 |
| CCOC(=O)[C@H]1[C@H]2COc3ccccc3[C@@H]2N2C(=O)c3cc(C)ccc3NC(=O)[C@@]12C | ? | nt |
| Cc1nc(NC(=O)CN2CC(C)OC(C)C2)sc1C(=O)N(C)C (configuration not stated) | -3% | 1 |
| O=C1NC(=O)C(CC(=O)N(Cc2ccco2)C2(C(=O)NC3CCCCC3)CCCCC2)N1 (configuration not stated) | ? | nt |
| Cc1ccc(N(CC(=O)NC2CCCCC2)C(=O)CNC(=O)c2ccco2)cc1F | ? | nt |
| Cc1ccc(NC(=O)Cn2c(C)csc2=O)cc1 | ? | nt |
| Cn1cnc2c(cnn2-c2ccccc2)c1=O | ? | nt |
| O=C1c2ccccc2C(=O)N1CCCc1nc(-c2ccncc2)no1 | i | -2 |
| COc1ccc(-n2c(-c3ccco3)n[nH]c2=S)cc1 | ? | nt |
| CCOc1ccccc1NC(=O)/C=C/C(N)=O | ? | nt |
| O=C(O)c1ccc(NS(=O)(=O)c2ccc3c(c2)C(=O)c2cc(S(=O)(=O)Nc4ccc(C(=O)O)cc4)ccc2-3)cc1 | i | nt |
| COc1ccc(OC)c(-n2c(-c3cccc(S(=O)(=O)N(C)C)c3)n[nH]c2=S)c1 | ? | nt |
| COc1ccccc1OCC(O)Cn1c(Br)nc2c1c(=O)[nH]c(=O)n2C (configuration not stated) | ? | nt |
| Cc1cc(NC(=O)CSCC(=O)Nc2cc(C(F)(F)F)ccc2N2CCOCC2)no1 | ? | nt |
| Cn1c(Cc2ccccc2)[n+](C)c2ccccc21 | ? | nt |
| CC1CCCCN1C(=O)C1CCCCN1S(=O)(=O)c1cccc([N+](=O)[O-])c1 (configuration not stated) | ? | nt |
| c1ccc2c(c1)CNc1ccccc1C2 | i | nt |
| COc1ccc(-n2nc3c(c2NC(=O)c2ccc(S(=O)(=O)N4CCOCC4)cc2)CS(=O)C3)cc1 (configuration not stated) | ? | nt |
| O=C(Nc1ccccc1F)c1ccc(S(=O)(=O)N2CCCCCC2)cc1 | -14% | -1 |
| Cc1ccc(N(C(=O)CCC(=O)Nc2cc(C)on2)C(C(=O)NC2CCCC2)c2ccccc2)cc1 (configuration not stated) | i | -13 |
| CC(C)O/C(=N\S(=O)(=O)c1ccc(Cl)cc1)c1ccccc1 | ? | nt |
| CCOC(=O)C(c1ccccc1)C(Nc1ccccc1)c1ccccn1 (configuration not stated) | 0% | 2 |
| CC(C)OCC(O)Cn1c(N2CCCC2)nc2c1c(=O)n(C)c(=O)n2C (configuration not stated) | ? | nt |
| Cc1ccccc1C(=O)Nc1ccc2c(c1)CCCN2C(=O)c1cccs1 | ? | nt |
| O=C(CSc1nncn1-c1ccccc1)Nc1ccccc1 | ? | nt |
| CC1CCN(C(=O)Cn2cc3c(n2)CCCC3)CC1 | ? | nt |
| C=CCNC(=O)NC(=O)COC(=O)COc1ccc(Br)cc1F | ? | nt |
| O=S(=O)(c1ccccc1Cl)N1CCC(O)(c2ccc3c(c2)OCO3)CC1 | ? | nt |
| OCCC1CN(Cc2ccon2)CCN1Cc1ccc(F)c(F)c1 (configuration not stated) | 10% | -15 |
| CN1C(=O)c2ccc(NC(=S)NC(=O)C(C)(C)C)cc2C1=O | -11% | -6 |
| Cc1ccc(CN(Cc2ccco2)S(=O)(=O)c2ccc(S(=O)(=O)NCC3CCCO3)cc2)cc1 (configuration not stated) | 1% | 0 |
| Cc1cc(C)cc(OCC(=O)NNC(=O)CCN2C(=O)c3ccccc3C2=O)c1 | -7% | 19 |
| CCC(=O)Nc1ccc(Nc2nc(C)c([N+](=O)[O-])c(Nc3ccc(NC(=O)CC)cc3)n2)cc1 | ? | nt |
| CN(C(=O)COc1ccc(S(=O)(=O)N2CCOCC2)cc1[N+](=O)[O-])C1CCS(=O)(=O)C1 (configuration not stated) | ? | nt |
| O=C(O)c1ccc2c(c1Nc1ccccc1)C(=O)c1ccccc1C2=O | 16% | -18 |
| COc1ccc(-c2c(C(C)=O)c(C)nc3sc4c(=N)n(N)cnc4c23)cc1 | 2% | 7 |
| CSc1cccc(NC(=S)N(CCN(C)C)C(C)c2ccncc2)c1 (configuration not stated) | ? | nt |
| CC(C)CC(C(=O)NC1CCCC1)N(Cc1cccs1)C(=O)c1snc(C(N)=O)c1N (configuration not stated) | -11% | 1 |

Another view of 2 compounds above.
Values run as follows: S3 lipid droplet, S3 lipid droplet cell count max
> CN(C(=O)COc1ccc(S(=O)(=O)N2CCOCC2)cc1[N+](=O)[O-])C1CCS(=O)(=O)C1 (configuration not stated)
→ ?, nt
> O=C(O)c1ccc2c(c1Nc1ccccc1)C(=O)c1ccccc1C2=O
→ 16%, -18

The listing continues.
| Molecule | S3 lipid droplet | S3 lipid droplet cell count max |
| --- | --- | --- |
| CC1(C)Cc2c(ccc3ccccc23)C(NNC(=O)c2cccnc2)=N1 | ? | nt |
| CC(O)CNc1ncnc2nc[nH]c12 (configuration not stated) | 10% | -6 |
| O=C(/C=C/c1ccc(O)cc1)c1ccccc1 | ? | nt |
| COc1ccc(NC(=O)C(OC)c2ccccc2)cc1Cl (configuration not stated) | ? | nt |
| Cc1ccc(C(=O)C2CCN(C(=S)NCCCOC(C)C)CC2)cc1 | -17% | 0 |
| COc1cc(OC)cc(C(=O)NC2CCN(C(=O)N3c4ccccc4Sc4ccccc43)CC2)c1 | ? | nt |
| COc1ccc(OC)c(S(=O)(=O)NNC(=S)Nc2ccc3c(c2)OCO3)c1 | i | 6 |
| Cc1ccc(Cn2ncc3c(N4CCN(CC#N)CC4)ncnc32)cc1 | -18% | -11 |
| CCOC(=O)c1ccccc1NC(=O)CSc1nc2ccccc2c(=O)[nH]1 | ? | nt |
| COc1cccc(C(=O)Nc2ccc(F)c(F)c2F)c1 | 23% | 1 |
| O=C(CC(O)(c1ccccc1)C(F)(F)F)c1cccs1 (configuration not stated) | ? | nt |
| CC(C)n1c(SCC(=O)Nc2nncs2)nnc1-c1ccco1 | ? | nt |
| O=C(NNC(=O)C1C2C=CC(C2)C1C(=O)O)c1ccccc1O (configuration not stated) | ? | nt |
| COc1ccc(NC(=O)C2CCCN(S(=O)(=O)c3c(C)n[nH]c3C)C2)cc1OC (configuration not stated) | -1% | -17 |
| CC(C)NC(=O)NC(=O)COC(=O)c1ncc(Cl)c(Cl)c1Cl | ? | nt |
| CC(=O)N(CN1C(=O)CCC1=O)c1ccc(Cl)c(Cl)c1 | 1% | -15 |
| COc1cc(C(=O)OCCCOC(=O)c2cc(OC)c(OC)c(OC)c2)cc(OC)c1OC | ? | nt |
| CCC1=C(OC(=O)N(CC)CC)N2C(=O)OC(=NCC3CC3)[C@]2(C)[C@H]2C1=CC[C@H]1C(=O)N(CC)C(=O)[C@H]12 | 12% | 6 |
| O=C(/C=C/c1cccc([N+](=O)[O-])c1)NCCN1CCOCC1 | ? | nt |
| O=C(Cn1ccc([N+](=O)[O-])n1)N1CCCCCC1 | ? | nt |
| CCOC(=O)C1(C(F)(F)F)N=C(C(F)(F)F)Nc2ccc(F)cc21 (configuration not stated) | -4% | -10 |
| CC1CCCCC12NC(=O)N(CC(=O)NCCc1ccc(F)cc1)C2=O (configuration not stated) | ? | nt |
| COc1cc(/C=N/Nc2cccc(C)c2)ccc1OC(=O)c1cccs1 | 5% | -4 |
| COC(=O)c1sc(N)nc1C(C)(C)C | i | nt |
| CC1=CN2C(=NC(=O)CC2(C)C(=O)N(CC(=O)NC2CCCC2)Cc2ccc(Cl)cc2)C=C1 (configuration not stated) | ? | nt |
| CCN(CC)S(=O)(=O)c1ccc(C(=O)NCCCn2ccnc2)cc1 | ? | nt |
| COc1cc2c3c(c1OC)C1(C=CC(=O)C=C1)CC3N(C(C)=O)CC2 (configuration not stated) | 11% | 8 |
| Cc1c(NC(=O)/C=C/c2cn(-c3ccccc3)nc2-c2ccccc2)c(=O)n(-c2ccccc2)n1C | ? | nt |
| Cc1ccccc1-c1nc(CN2CCCC(C(=O)NCCCN3CCOCC3)C2)c(C)o1 (configuration not stated) | 9% | 0 |
| CCOC(=O)C1=C(c2ccc(OC)cc2)OC(N)=C(C#N)C1c1cccnc1 (configuration not stated) | 5% | -13 |
| O=C(COC(=O)c1ccccn1)c1ccc([N+](=O)[O-])cc1 | -1% | 2 |
| NC(=O)CCC(NS(=O)(=O)c1ccc(Cl)cc1)C(=O)NCc1ccccc1 (configuration not stated) | 1% | 6 |
| CCOCc1[nH]c(=S)[nH]c(=O)c1Cc1ccc(OCC(C)C)cc1 | 1% | -3 |
| O/N=C(\c1ccccc1)C(O)c1ccccc1 (configuration not stated) | ? | nt |
| O=C(c1cccc(Cl)c1)N1CCN(C(=O)c2ccco2)CC1 | ? | nt |
| CCOc1ccccc1CNCCNC(=O)c1nonc1N | 0% | 15 |
| COCCn1c(=O)c2cc3c(=O)n(CCOC)c(=O)c3cc2c1=O | ? | nt |
| Cc1ccccc1NC(=O)c1cc(=O)c2ccccc2o1 | -6% | 3 |
| S=C(NCc1ccco1)NCC1CCCO1 (configuration not stated) | ? | nt |
| O=C(Nc1cccnc1)c1cnn2c(C(F)F)cc(C3CC3)nc12 | ? | nt |
| COc1cc(NC(=O)C2=C(N3CCOCC3)/C(=C\c3ccc(N(C)C)cc3)CCC2)cc(OC)c1OC | ? | nt |
| Cc1ccc(CNC(=O)C2CCCN(S(=O)(=O)c3c(C)noc3/C=C/N(C)C)C2)cc1 (configuration not stated) | -8% | 2 |
| O=C1c2ccccc2C(=O)N1Cc1cnc(N2CCN(c3ccccc3)CC2)s1 | ? | nt |
| CC1=N/C(=C\c2ccc([N+](=O)[O-])cc2)C(=O)N1c1ccc(F)cc1F | ? | nt |
| COCCSc1ccccc1C(=O)Nc1ccc(Cl)cc1 | 16% | -24 |
| COc1ccc(/C(O)=C2/C(=O)C(=O)N(CCN3CCOCC3)C2c2ccc(C)cc2)cc1 (configuration not stated) | -1% | 7 |
| CCOc1cc(C)nc(NCCc2ccc(OC)c(OC)c2)n1 | ? | nt |
| COC(=O)c1cc(C(=O)c2ccccc2)n2c(=O)/c(=C\N(C)C)sc12 | -3% | 13 |

Of the compounds above, these have a thiophene ring, fused or not:
| Molecule | S3 lipid droplet | S3 lipid droplet cell count max |
| --- | --- | --- |
| O=S(=O)(Nc1ccc(-c2nc3cccnc3s2)cc1)c1ccc(Cl)s1 | ? | nt |
| NC(=O)C1(N2CCCCC2)CCN(C(=O)CCCn2c(=O)[nH]c3ccsc3c2=O)CC1 | ? | nt |
| Cc1ccccc1C(=O)Nc1ccc2c(c1)CCCN2C(=O)c1cccs1 | ? | nt |
| COc1ccc(-c2c(C(C)=O)c(C)nc3sc4c(=N)n(N)cnc4c23)cc1 | 2% | 7 |
| CC(C)CC(C(=O)NC1CCCC1)N(Cc1cccs1)C(=O)c1snc(C(N)=O)c1N (configuration not stated) | -11% | 1 |
| O=C(CC(O)(c1ccccc1)C(F)(F)F)c1cccs1 (configuration not stated) | ? | nt |
| COc1cc(/C=N/Nc2cccc(C)c2)ccc1OC(=O)c1cccs1 | 5% | -4 |

These rows are one share of the data; count on the stated rates, not on these rows.
